Compound activity: PubChem, Broad Institute
TcdB inh: TcdB glycohydrolase inhibitors, primary screen, biochemical, single point, plate reader | 350,000 compounds, 0.24% hits | Toxin B (Clostridioides difficile), P18177 | TcdB glycohydrolase enzymatic assay | inhibition, % at 9.99 µM; in the data active = inhibition above about 10%
Target sequence (P18177 whole entry, looked up): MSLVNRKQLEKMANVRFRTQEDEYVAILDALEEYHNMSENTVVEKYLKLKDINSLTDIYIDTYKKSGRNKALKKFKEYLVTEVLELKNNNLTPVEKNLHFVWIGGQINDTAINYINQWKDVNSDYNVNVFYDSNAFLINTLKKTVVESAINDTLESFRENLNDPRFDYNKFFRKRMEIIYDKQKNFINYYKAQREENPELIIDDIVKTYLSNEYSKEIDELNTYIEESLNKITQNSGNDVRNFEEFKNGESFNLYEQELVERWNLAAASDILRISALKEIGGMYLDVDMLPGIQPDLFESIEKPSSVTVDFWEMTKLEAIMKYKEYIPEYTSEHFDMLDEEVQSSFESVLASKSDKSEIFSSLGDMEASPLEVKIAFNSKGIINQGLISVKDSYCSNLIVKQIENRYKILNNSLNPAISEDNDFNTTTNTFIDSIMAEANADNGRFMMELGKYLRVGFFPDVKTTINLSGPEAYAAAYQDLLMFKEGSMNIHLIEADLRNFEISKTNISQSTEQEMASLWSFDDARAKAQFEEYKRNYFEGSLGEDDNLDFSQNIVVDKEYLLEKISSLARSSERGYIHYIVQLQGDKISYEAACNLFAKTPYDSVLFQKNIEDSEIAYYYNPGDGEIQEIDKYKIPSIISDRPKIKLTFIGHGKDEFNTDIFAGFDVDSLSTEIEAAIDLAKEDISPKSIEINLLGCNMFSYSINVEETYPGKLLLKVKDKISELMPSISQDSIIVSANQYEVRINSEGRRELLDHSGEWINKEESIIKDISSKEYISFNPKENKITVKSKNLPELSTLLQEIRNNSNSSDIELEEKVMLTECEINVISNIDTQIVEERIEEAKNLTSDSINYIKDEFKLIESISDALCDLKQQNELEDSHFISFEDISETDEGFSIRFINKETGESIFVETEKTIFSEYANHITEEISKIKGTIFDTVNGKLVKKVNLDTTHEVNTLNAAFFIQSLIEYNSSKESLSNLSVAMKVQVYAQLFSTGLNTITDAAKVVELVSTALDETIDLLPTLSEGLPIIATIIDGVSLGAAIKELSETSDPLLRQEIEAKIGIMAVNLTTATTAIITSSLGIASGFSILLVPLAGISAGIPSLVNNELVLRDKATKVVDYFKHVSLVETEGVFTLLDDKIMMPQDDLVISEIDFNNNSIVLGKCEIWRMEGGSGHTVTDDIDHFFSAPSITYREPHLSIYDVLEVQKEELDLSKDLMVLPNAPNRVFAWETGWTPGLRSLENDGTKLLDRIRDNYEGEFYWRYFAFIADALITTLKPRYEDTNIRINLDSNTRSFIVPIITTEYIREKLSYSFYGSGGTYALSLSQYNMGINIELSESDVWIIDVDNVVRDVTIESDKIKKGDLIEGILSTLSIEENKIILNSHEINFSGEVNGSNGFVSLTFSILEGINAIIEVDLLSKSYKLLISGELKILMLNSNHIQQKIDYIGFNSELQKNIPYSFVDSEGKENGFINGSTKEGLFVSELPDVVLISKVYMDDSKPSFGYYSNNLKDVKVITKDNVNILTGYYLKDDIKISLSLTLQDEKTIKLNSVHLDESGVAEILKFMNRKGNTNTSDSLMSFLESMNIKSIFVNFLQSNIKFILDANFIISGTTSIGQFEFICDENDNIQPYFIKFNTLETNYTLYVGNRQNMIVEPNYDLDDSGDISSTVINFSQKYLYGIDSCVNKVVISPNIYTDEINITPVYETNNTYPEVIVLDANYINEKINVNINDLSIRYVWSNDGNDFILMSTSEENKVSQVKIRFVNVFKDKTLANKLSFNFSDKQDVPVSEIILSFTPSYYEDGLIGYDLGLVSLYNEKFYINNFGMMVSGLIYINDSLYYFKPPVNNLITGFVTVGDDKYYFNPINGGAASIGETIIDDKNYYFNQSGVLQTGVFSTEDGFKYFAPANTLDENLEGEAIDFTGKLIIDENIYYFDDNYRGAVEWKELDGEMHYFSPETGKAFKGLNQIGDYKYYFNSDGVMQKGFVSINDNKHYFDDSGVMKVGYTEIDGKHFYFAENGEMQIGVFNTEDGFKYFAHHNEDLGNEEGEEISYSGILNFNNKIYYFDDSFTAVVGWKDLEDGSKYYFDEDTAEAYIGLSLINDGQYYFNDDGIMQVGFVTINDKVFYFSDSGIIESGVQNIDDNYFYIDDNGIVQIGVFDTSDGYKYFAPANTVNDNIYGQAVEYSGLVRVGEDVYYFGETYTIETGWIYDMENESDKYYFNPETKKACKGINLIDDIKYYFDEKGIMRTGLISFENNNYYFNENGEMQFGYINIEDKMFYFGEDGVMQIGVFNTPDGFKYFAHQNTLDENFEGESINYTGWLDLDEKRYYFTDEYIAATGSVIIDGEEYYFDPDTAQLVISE
* hit, by the source's call. A portion of the library (hit frequency here may not be typical).

SMILES | TcdB inh
O=C(NCc1ccccc1)C(C1CC1)n1c(Cc2cc(F)cc(F)c2)nc2ccccc21 (configuration not stated) | -0.4
CCCC#Cc1cnc2c(c1)C(=O)N([C@H](C)CO)C[C@@H](C)[C@H](CN(C)C(=O)NC1CCCC1)O2 | 0.2
COc1ccc(NC(=O)Nc2ccc3c(c2)C(=O)N([C@@H](C)CO)C[C@H](C)[C@H](CN(C)Cc2ccc4c(c2)OCO4)OCCCC[C@@H](C)O3)cc1 | 0.5
O=C(Cc1cccnc1)N1CC(=O)N2[C@H](C1)[C@@H](c1ccc(C#CC3CCCC3)cc1)[C@@H]2CO | -0.9
COc1ccc2c3c([nH]c2c1)[C@@H](CO)N(C(=O)NC1CCCC1)CC31CN(S(C)(=O)=O)C1 | 1.4
Cc1ccccc1-c1ccc([C@H]2[C@H]3CN(C(=O)Nc4ccccc4)CCCCN3[C@H]2CO)cc1 | -0.6
C[C@H]1CN([C@@H](C)CO)C(=O)c2cc(/C=C/c3ccccc3)cnc2O[C@H]1CN(C)C(=O)C1CCCCC1 | -1.9
Cc1ccc(S(=O)(=O)N(C)C[C@H]2OCc3ccccc3-c3c(n(C)c4ccccc34)C(=O)N([C@H](C)CO)C[C@H]2C)cc1 | -0.4
Cc1cc(O)cc(=O)n1-c1ccc(Cl)c(C(F)(F)F)c1 | 1.2
CCCNC(=O)[C@@H]1[C@@H](CO)[C@@H]2Cn3c(ccc(-c4ccc(F)cc4)c3=O)[C@H]1N2C(=O)NC(C)C | -6.2
C[C@@H]1CN([C@H](C)CO)C(=O)c2cc(-c3cncnc3)cnc2O[C@H]1CN(C)C(=O)c1ccccc1F | 0.3
CO[C@@H]1CN(C)C(=O)c2ccc(NS(=O)(=O)CC(F)(F)F)cc2OC[C@H](C)N(C)C[C@H]1C | 0.0
O=C(NC[C@@H]1N[C@@H](CO)[C@@H]1c1ccc(C2=CCCC2)cc1)c1ccccc1 | 0.4
O=C(C[C@H]1C[C@H]2c3cc(NC(=O)NC4CCCC4)ccc3O[C@H]2[C@@H](CO)O1)NCc1ccc(Oc2ccccc2)cc1 | -0.1
C[C@@H]1CN([C@@H](C)CO)C(=O)c2cc(-c3ccc(F)cc3)cnc2O[C@@H]1CN(C)C(=O)c1ccccc1F | 1.8
CC(C)NC(=O)Nc1ccc2c(c1)CC(=O)N([C@H](C)CO)C[C@H](C)[C@@H](CN(C)Cc1ccncc1)O2 | -1.0
CO[C@@H]1CC[C@H]2CCOc3c(C#N)cccc3C(=O)N(C)C[C@@H](C)C(=O)N(C)C[C@H]1O2 | -1.6
Cc1ccc(S(=O)(=O)N(C)C[C@@H]2OCc3cn(nn3)CCCC(=O)N([C@@H](C)CO)C[C@@H]2C)cc1 | 0.2
O=C1O[C@H](c2ccccc2)[C@H](c2ccccc2)N2[C@H]1[C@@H](C(=O)N1CCCCCCC1)[C@]1(C(=O)Nc3ccc(C#CC4=CCCCC4)cc31)[C@H]2c1ccc(O)cc1 | -0.2
CN(C)CC(=O)Nc1ccc2c(c1)[C@H]1C[C@@H](CC(=O)NCc3ccccc3)O[C@@H](CO)[C@H]1O2 | -0.9
Cc1noc(C)c1NC(=O)Nc1ccc2c(c1)CC(=O)N([C@H](C)CO)C[C@@H](C)[C@H](CN(C)Cc1ccc(-c3ccccc3)cc1)O2 | 1.9
COc1cccc(-c2ccc([C@H]3[C@@H](CO)N(C(=O)Cc4ccncc4)[C@H]3C#N)cc2)c1 | 0.5
CO[C@H]1CN(C)C(=O)c2ccc(NC(C)=O)cc2OC[C@H](C)N(C(=O)c2ccncc2)C[C@H]1C | -0.3
C[C@@H]1CN([C@@H](C)CO)C(=O)Cc2cc(NC(=O)Cn3cnnn3)ccc2O[C@H]1CN(C)S(=O)(=O)c1cn(C)cn1 | -0.8
O=C(C1CCC1)N1CC[C@@H]2[C@@H](CO)Nc3ccc(C#Cc4ccc(F)cc4)cc3[C@@H]21 | -0.9
CN1C(=O)c2cc(NC(=O)c3cccc(F)c3)ccc2OC[C@H]2O[C@H](CC(=O)N3CCc4ccccc4C3)CC[C@@H]21 | 0.3
COc1cccc(-c2ccc([C@H]3[C@@H](CO)N4CCCCN(S(=O)(=O)c5cccs5)C[C@@H]34)cc2)c1 | 0.0
CNC[C@H]1Oc2ccc(NC(=O)NC(C)C)cc2CC(=O)N([C@@H](C)CO)C[C@@H]1C | -0.3
C[C@@H]1CN([C@H](C)CO)C(=O)c2cc(NS(C)(=O)=O)ccc2O[C@@H]1CN(C)Cc1ccncc1 | -0.3
C[C@@H]1CN([C@H](C)CO)C(=O)c2cc(NS(=O)(=O)c3ccc(Cl)cc3)ccc2O[C@@H]1CN(C)Cc1ccc(C(=O)O)cc1 | 0.2
COc1ccccc1-c1ccc2c(c1)O[C@H](CN(C)C(=O)Nc1cccc(F)c1)[C@@H](C)CN([C@H](C)CO)S2(=O)=O | -0.3
C[C@@H]1CN([C@H](C)CO)C(=O)c2cc(NC(=O)Nc3ccc4c(c3)OCO4)ccc2O[C@@H]1CN(C)S(=O)(=O)c1ccc(F)cc1 | 0.9
CNC[C@H]1Oc2cc(C#CC3CCCC3)ccc2S(=O)(=O)N([C@H](C)CO)C[C@H]1C | -3.3
C[C@H](O)C#Cc1ccc2c(c1)O[C@H](CN(C)Cc1ccncc1)[C@@H](C)CN([C@H](C)CO)S2(=O)=O | -1.7
COc1ccccc1NC(=O)N(C)C[C@@H]1Oc2ncc(Br)cc2C(=O)N([C@H](C)CO)C[C@H]1C | 0.2
COCC(=O)N1[C@@H]2c3cccc(=O)n3C[C@@H]2[C@@H](CO)[C@@H]1C(=O)NCc1ccccc1F | 0.0

No new results follow: entries from further up.
SMILES | TcdB inh
C[C@@H]1CN([C@H](C)CO)C(=O)c2cc(NS(=O)(=O)c3ccc(Cl)cc3)ccc2O[C@@H]1CN(C)Cc1ccc(C(=O)O)cc1 | 0.2
COc1ccccc1-c1ccc2c(c1)O[C@H](CN(C)C(=O)Nc1cccc(F)c1)[C@@H](C)CN([C@H](C)CO)S2(=O)=O | -0.3
C[C@@H]1CN([C@H](C)CO)C(=O)c2cc(NC(=O)Nc3ccc4c(c3)OCO4)ccc2O[C@@H]1CN(C)S(=O)(=O)c1ccc(F)cc1 | 0.9
CNC[C@H]1Oc2cc(C#CC3CCCC3)ccc2S(=O)(=O)N([C@H](C)CO)C[C@H]1C | -3.3
C[C@H](O)C#Cc1ccc2c(c1)O[C@H](CN(C)Cc1ccncc1)[C@@H](C)CN([C@H](C)CO)S2(=O)=O | -1.7
COc1ccccc1NC(=O)N(C)C[C@@H]1Oc2ncc(Br)cc2C(=O)N([C@H](C)CO)C[C@H]1C | 0.2
COCC(=O)N1[C@@H]2c3cccc(=O)n3C[C@@H]2[C@@H](CO)[C@@H]1C(=O)NCc1ccccc1F | 0.0

Carrying on.
SMILES | TcdB inh
CNC[C@@H]1OCCCC[C@H](C)Oc2ccc(NC(=O)NC3CCCCC3)cc2C(=O)N([C@@H](C)CO)C[C@@H]1C | -1.7
Cc1cccc(-c2ccc([C@@H]3[C@@H](CO)N4CCCCN(S(=O)(=O)c5cccc(C)c5)C[C@H]34)cc2)c1 | -0.9
COC(=O)[C@H]1[C@H](CO)[C@H]2Cn3c(cccc3=O)[C@H]2N1C(=O)C1CCCC1 | -0.8
CC(=O)N1CC2(C1)[C@@H](c1ccc(-c3ccc(C#N)cc3)cc1)[C@@H](CO)N2C(=O)C1CC1 | 1.2
C[C@H](CO)N1C[C@H](C)[C@@H](CN(C)C(=O)c2cccnc2)Oc2cc(/C=C/c3ccccc3)ccc2S1(=O)=O | 6.0
O=C(N[C@H](C(=O)N1CCC[C@H]1C(=O)NCc1ccccc1)c1ccccc1)c1ccc(Cl)cc1Cl | 1.4
Cc1noc(C)c1S(=O)(=O)Nc1ccc2c(c1)C(=O)N([C@H](C)CO)C[C@@H](C)[C@@H](CN(C)C(=O)Nc1ccc(C(F)(F)F)cc1)O2 | 0.4
CO[C@H]1CN(C)C(=O)c2cc(NS(=O)(=O)c3ccccc3)ccc2OC[C@@H](C)N(C)C[C@H]1C | -0.7
C[C@H]1CN([C@@H](C)CO)C(=O)Cc2cc(NC(=O)Cc3cn(C)c4ccccc34)ccc2O[C@@H]1CN(C)Cc1ccncc1 | -0.1
C[C@H](CO)N1C[C@H](C)[C@@H](CN(C)Cc2ccc(Cl)c(Cl)c2)Oc2ccc(NC(=O)Nc3ccc(C(F)(F)F)cc3)cc2C1=O | 0.8
COc1ccc(NC(=O)Nc2ccc3c(c2)C(=O)N([C@@H](C)CO)C[C@@H](C)[C@H](CN(C)C(=O)Nc2ccccc2)OCCCC[C@H](C)O3)cc1 | -0.2
CO[C@@H]1CN(C)C(=O)c2cc(NS(=O)(=O)Cc3ccccc3)ccc2OC[C@H](C)NC[C@H]1C | -0.5
COc1ccccc1-c1ccc2c(c1)[C@@H]1C[C@H]3[C@@H](CN1CC2)[C@H](C)ON3C | 1.4
C[C@@H]1CN([C@H](C)CO)C(=O)c2cc(NS(=O)(=O)c3cn(C)cn3)ccc2O[C@@H]1CN(C)C(=O)Nc1ccc(C(F)(F)F)cc1 | -0.7
C[C@@H]1CCCCO[C@@H](CN(C)C(=O)CCC(F)(F)F)[C@@H](C)CN([C@@H](C)CO)C(=O)c2cc(NC(=O)Nc3ccc4c(c3)OCO4)ccc2O1 | -0.4
C[C@H]1CN([C@@H](C)CO)C(=O)c2cc(NC(=O)c3ccncc3)ccc2O[C@H]1CN(C)S(=O)(=O)c1ccccc1 | -0.5
COc1ccc(CN2C(=O)CSCC2(C)C(=O)NC(C)C)cc1 (configuration not stated) | 1.3
C[C@@H]1CN([C@H](C)CO)C(=O)Cc2cc(NC(=O)CCCCCC(=O)Nc3ccccc3N)ccc2O[C@@H]1CN(C)C(=O)Nc1ccc2c(c1)OCO2 | -0.7
C[C@H]1CN([C@@H](C)CO)C(=O)c2cccc(NC(=O)Nc3ccc4c(c3)OCO4)c2O[C@@H]1CN(C)CC1CCCCC1 | 0.8
C[C@H](CO)N1C[C@H](C)[C@H](CN(C)S(C)(=O)=O)Oc2c(NC(=O)C3CCCCC3)cccc2C1=O | -0.9
C[C@@H]1CN([C@H](C)CO)C(=O)Cc2cc(NC(=O)Cc3ccccc3)ccc2O[C@@H]1CN(C)Cc1ccc(C(=O)O)cc1 | 0.6
C[C@@H]1CN([C@H](C)CO)C(=O)c2ccccc2-c2ccccc2CO[C@@H]1CN(C)S(=O)(=O)c1ccc(Cl)cc1 | -1.6
COCC#Cc1ccc2c(c1)O[C@H](CN(C)Cc1cccnc1)[C@@H](C)CN([C@H](C)CO)S2(=O)=O | -0.2
CCOC(=O)[C@]12CCCC=C1N(CCC1=CCCCC1)C(=O)[C@H](CC(=O)NCCCN1CCCC1=O)C2 | 2.3
CCCNC(=O)[C@@H]1[C@@H](CO)[C@@H]2Cn3c(ccc(-c4ccccc4F)c3=O)[C@@H]2N1C(=O)C1CCC1 | -1.1
CCCNC(=O)C[C@@H]1CC[C@@H]2[C@@H](COc3ccc(NC(=O)c4cccc(C(F)(F)F)c4)cc3C(=O)N2C)O1 | -0.4
CO[C@@H]1CN(C)C(=O)c2cc(NC(C)=O)ccc2OC[C@@H](C)N(C(=O)C2CC2)C[C@@H]1C | 0.9
C[C@@H]1CN([C@H](C)CO)C(=O)c2cccc(NS(=O)(=O)c3cccs3)c2O[C@@H]1CN(C)C(=O)Nc1ccc2c(c1)OCO2 | 0.3
CC(=O)N(C)C[C@@H]1Oc2cc(-c3cccc(F)c3)ccc2S(=O)(=O)N([C@@H](C)CO)C[C@H]1C | -0.8
N#Cc1cccc(-c2ccc([C@H]3[C@H]4CN(C(=O)Nc5cccc(F)c5)CCCCN4[C@H]3CO)cc2)c1 | 1.2
Cc1ccc(S(=O)(=O)Nc2ccc3c(c2)C(=O)N([C@H](C)CO)C[C@H](C)[C@@H](CN(C)Cc2ccc4c(c2)OCO4)OCCCC[C@@H](C)O3)cc1 | -1.5
C[C@H]1CN([C@@H](C)CO)C(=O)c2cc(NS(=O)(=O)c3ccc(F)cc3)ccc2O[C@@H]1CN(C)Cc1ccc(Cl)c(Cl)c1 | 0.1
C[C@@H]1CCCCO[C@@H](CN(C)S(=O)(=O)c2ccc(Cl)cc2)[C@H](C)CN([C@@H](C)CO)C(=O)c2cc(NC(=O)C3CCCCC3)ccc2O1 | 0.4
C[C@@H]1CN([C@H](C)CO)C(=O)c2cc(NC(=O)NC3CCCCC3)ccc2O[C@H]1CN(C)S(=O)(=O)c1cn(C)cn1 | 0.2
C[C@H](CO)N1C[C@H](C)[C@H](CN(C)S(C)(=O)=O)OCCCC[C@H](C)Oc2ccc(NC(=O)NC3CCCCC3)cc2C1=O | 0.7
Cc1noc(C)c1S(=O)(=O)N(C)C[C@H]1OCc2ccccc2-c2ccccc2C(=O)N([C@@H](C)CO)C[C@H]1C | -0.7
CO[C@@H]1CN(C)C(=O)c2ccc(NC(=O)Nc3ccccc3F)cc2OC[C@@H](C)N(S(=O)(=O)CC(F)(F)F)C[C@H]1C | 0.2
O=C(C[C@H]1C=C[C@@H](NC(=O)Nc2ccc(F)cc2)[C@@H](CO)O1)NCc1cccc(F)c1 | 0.0
COc1ccc2c3c(n(C)c2c1)[C@@H](CO)N(C(=O)C1CCOCC1)CC31CCN(C(=O)Nc2cccc(F)c2)CC1 | -0.2
C[C@H](CO)N1C[C@H](C)[C@H](CN(C)Cc2ccncc2)Oc2ccc(NC(=O)C3CCCCC3)cc2CC1=O | -0.8
CCCN1C[C@@H](C)[C@@H](OC)CN(C)C(=O)c2cc(NC(=O)c3cnccn3)ccc2OC[C@H]1C | 0.3
COC(=O)c1cc2c(c3c4cc(F)ccc4n(S(=O)(=O)c4ccccc4)c13)C(=O)N(Cc1ccccc1)C2 | 0.4
N#Cc1ccc(-c2ccc([C@H]3[C@H]4CN(C(=O)Cc5ccccc5)CCCCN4[C@H]3CO)cc2)cc1 | -0.1

4 of the compounds above, in markdown:
| mol | TcdB inh |
| --- | --- |
| COC(=O)c1cc2c(c3c4cc(F)ccc4n(S(=O)(=O)c4ccccc4)c13)C(=O)N(Cc1ccccc1)C2 | 0.4 |
| N#Cc1ccc(-c2ccc([C@H]3[C@H]4CN(C(=O)Cc5ccccc5)CCCCN4[C@H]3CO)cc2)cc1 | -0.1 |
| COc1ccc2c3c(n(C)c2c1)[C@@H](CO)N(C(=O)C1CCOCC1)CC31CCN(C(=O)Nc2cccc(F)c2)CC1 | -0.2 |
| CCCN1C[C@@H](C)[C@@H](OC)CN(C)C(=O)c2cc(NC(=O)c3cnccn3)ccc2OC[C@H]1C | 0.3 |
